Bioassay records deposited in PubChem BioAssay by The Scripps Research Institute Molecular Screening Center.
FBW7 act: human FBW7 E3 ligase activation, primary screen. Q969H0. AlphaScreen FBW7–phospho-cyclin E peptide binding, activator screen. normalized activity (activation), % at 26.1 µM. 650,000 tested, 0.13% active. AID 1259310; in the data active = normalized activity above about 1.9%;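 note: purified mutant Fbw7 with reduced substrate affinity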
TEAD-YAP inh: TEAD-YAP interaction inhibition | HEK-TIYL cells, TEAD-Gal4/YAP UAS-luciferase luminescence | inhibition, % at 9.12 µM | 640,000 tested, 1.4% active; in the data active = inhibition above about 32%;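 note: 0% = median of test compound wells and 100% = reference inhibitor wells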
MITF primary: blocks human microphthalmia-associated transcription factor; inhibition, % at 2.6 µM; AID 1259374; AlphaScreen MITF homodimerization, bead proximity signal; 650,000 tested, 0.91% active; in the data active = inhibition above about 50%;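 note: 0% = vehicle wells with protein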
Target sequence (O75030 whole entry, looked up): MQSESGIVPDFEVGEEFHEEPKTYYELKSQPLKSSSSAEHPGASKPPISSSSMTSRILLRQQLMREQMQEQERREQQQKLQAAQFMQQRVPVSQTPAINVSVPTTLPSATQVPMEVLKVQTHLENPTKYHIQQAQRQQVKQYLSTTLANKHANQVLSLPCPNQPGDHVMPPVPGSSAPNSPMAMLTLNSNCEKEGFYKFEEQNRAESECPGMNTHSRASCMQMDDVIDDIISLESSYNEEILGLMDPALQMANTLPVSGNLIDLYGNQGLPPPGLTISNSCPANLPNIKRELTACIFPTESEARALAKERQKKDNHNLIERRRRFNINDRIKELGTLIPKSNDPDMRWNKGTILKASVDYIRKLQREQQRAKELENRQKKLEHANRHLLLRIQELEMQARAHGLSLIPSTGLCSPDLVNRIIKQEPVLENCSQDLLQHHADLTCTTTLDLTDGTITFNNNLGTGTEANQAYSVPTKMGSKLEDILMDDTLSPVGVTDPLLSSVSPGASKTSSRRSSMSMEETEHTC
GPR151 activ: activates the human receptor GPR151; activation, % at 11.2 µM; 650,000 tested, 1% active; Q8TDV0; PathHunter beta-arrestin GPR151 cells, luminescence; in the data active = activation above about 4.9%;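 note: 0% = median of compound wells and 100% = cells with positive control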
Target sequence (Q8TDV0 whole entry, looked up): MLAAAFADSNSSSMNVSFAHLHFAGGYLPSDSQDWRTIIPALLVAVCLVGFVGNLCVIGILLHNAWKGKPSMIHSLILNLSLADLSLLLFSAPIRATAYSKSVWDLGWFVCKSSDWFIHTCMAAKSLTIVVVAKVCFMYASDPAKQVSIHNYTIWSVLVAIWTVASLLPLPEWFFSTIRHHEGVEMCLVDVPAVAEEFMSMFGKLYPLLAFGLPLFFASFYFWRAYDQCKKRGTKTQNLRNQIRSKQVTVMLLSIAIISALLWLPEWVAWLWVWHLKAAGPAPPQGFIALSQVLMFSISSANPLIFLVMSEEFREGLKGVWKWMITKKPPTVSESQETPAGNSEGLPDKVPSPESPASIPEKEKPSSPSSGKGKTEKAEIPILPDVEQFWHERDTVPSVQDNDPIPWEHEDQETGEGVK
The depositor's hits bear a star; nt = not tested or not shown; & = joins results of further samples. Rows are unselected; any-hit rate near 3.5%.

Below each SMILES: FBW7 act, TEAD-YAP inh, MITF primary, GPR151 activ
> NC(=O)c1ccc(N2CCCC(C(F)(F)F)C2)c([N+](=O)[O-])c1 (stereo not drawn)
  0.9, -9, 8, -0.9
> Cc1cc(-c2nnc(CCC(=O)N3CCC(Cc4ccccc4)CC3)o2)no1
  -0.1, -62, -14, 1.0
> CCOc1ccccc1-c1nc(COC(=O)c2nnn(-c3ccc(Cl)cc3)c2C)c(C)o1
  -0.2, -5, -5, -0.6
> c1csc(C(c2nnnn2C2CCCCC2)N2CCCC2)c1 (stereo not drawn)
  0.1, 0, 9, 0.2
> CC(C)(C)c1ccc(OCC(=O)Nc2nccs2)c(Br)c1
  0.0, 91*, -3, -1.0
> O=C(O)CSc1nc2ccccc2n1-c1ccccc1
  0.3, 0, 16, -1.2
> O=C(CSc1cccc[n+]1[O-])N1N=C(c2ccc(Cl)cc2)CC1c1ccco1 (stereo not drawn)
  0.1, -12, -2, 0.1
> CN(Cc1ccsc1)C1CCN(c2cccc(NC(=O)c3cccnc3)c2)CC1
  0.1, 9, 8, 1.0
> CCN(CC(=O)Nc1ccccc1)c1ccccc1
  -0.1, -10, -4, 1.8
> CC1=C(C(=O)Nc2ccc(Br)cn2)C(c2ccc3c(c2)OCO3)C2=C(CCCC2=O)N1 (stereo not drawn)
  0.0, 2, -10, 1.3
> c1ccc(-c2nnc3sc(C4COc5ccccc5O4)nn23)cc1 (stereo not drawn)
  -0.1, 12, 9, 0.3
> O=C(CSc1nnc(-c2ccco2)o1)Nc1ccc(I)cc1
  0.0, -10, -2, 0.5
> COC(=O)c1ccccc1S(=O)(=O)C1CCN(C(=O)c2ccc(F)cc2F)CC1
  -0.1, 12, 1, 1.2
> O=C(NNC(=O)c1ccc(O)cc1O)c1ccc(Cl)cc1
  0.0, -7, -43, -1.3
> CCc1ccc(NC(=O)c2c(O)c3ccccc3n(CC)c2=O)cc1
  0.0, -2, -5, 0.8
> COc1cccc(NC(=O)CSc2nc(Nc3ccc(F)cc3)c3ccccc3n2)c1
  -0.1, 4, 9, -0.6
> CCCCOc1ccc(C(=O)Nc2ncc(S(=O)(=O)c3ccc([N+](=O)[O-])cc3)s2)cc1
  0.3, -12, -12, 0.0
> Cc1cc(Nc2ccc3c(c2)OCO3)nc(Cl)n1
  0.0, -16, 12, 0.2
> CCC(C(=O)Nc1cc(-c2cccs2)nn1-c1nc2c(c(=O)[nH]1)CCCC2)c1ccccc1 (stereo not drawn)
  -0.2, -6, -1, 0.3
> Cc1nc(N2CCCCC2C)c2c(C)c(C(=O)Nc3ccc(F)cc3)sc2n1 (stereo not drawn)
  0.6, -3, 2, -1.2

Next section
Below each SMILES: FBW7 act, TEAD-YAP inh, MITF primary, GPR151 activ
> COc1ccc(OC)c(CC(=O)N2CCC[C@@H]3CN(CCC(C)C)CC[C@H]32)c1
  0.0, -9, -4, 0.8
> CCc1ccc(Oc2coc3cc(OC(C)=O)ccc3c2=O)cc1
  0.2, -1, 14, -1.4
> CN(c1ccccc1C(=O)Nc1ccc(Oc2ccccc2)cc1)S(C)(=O)=O
  0.0, 4, 17, 0.1
> CCOC(=O)C1=C(C)Nc2nnnn2C1c1cccnc1 (stereo not drawn)
  0.1, -13, 0, 3.8
> O=C(CN1C(=O)c2cccc([N+](=O)[O-])c2C1=O)OCC(=O)c1ccc(F)cc1
  0.4, 14, 12, -0.6
> Cc1cc(N2CCN(c3ccccc3F)CC2)n2cnnc2n1
  -0.1, 1, 1, 1.1
> Cc1ccc(-n2c(SCC(=O)N3CCCCCC3)nc3c(sc(=S)n3-c3ccc(C)c(C)c3)c2=O)cc1
  -0.2, -6, -4, 0.3
> COc1cc(-c2nnc3s/c(=C\c4ccccc4)c(=O)n23)cc(OC)c1OC
  -0.1, 0, 2, 0.3
> COCCNC(=S)N(c1ccccc1)C(C)C
  0.0, 1, 7, 1.2
> COc1ccc(S(=O)(=O)NCC(c2ccc3c(c2)OCO3)N2CCOCC2)cc1F (stereo not drawn)
  0.3, 7, 14, -0.1
> Cc1cc(OCC(=O)NC2CC(C)(C)NC(C)(C)C2)ccc1Br
  0.0, 3, -3, 0.4
> Cc1ccc(CN2C(=O)S/C(=C\c3ccc(O)cc3)C2=O)cc1
  0.1, -5, 4, 1.7
> COc1nc(NCc2cccnc2)nc(-c2c(C)noc2C)n1
  -0.1, 3, 1, 0.8
> Cc1ccc(NC(=O)c2ccc(S(=O)(=O)N3CCc4ccccc4C3)cc2)cc1
  0.0, 0, 0, -0.3
> COc1ccc(Cl)cc1S(=O)(=O)n1cnc2ccccc21
  0.0, 2, 1, 0.0
> CC(C)NC[C@H](O)COc1ccc(CC(N)=O)cc1
  0.7&0.0, nt, -7&-10, 0.2&-1.2
> COC(=O)c1sc2nc(-c3ccc(Cl)cc3)c(S(C)(=O)=O)cc2c1N
  0.3, 3, -3, 3.7
> CC(C)NC(=O)CCc1nnc2n(CCc3ccccc3)c(=O)c3ccccc3n12
  -0.1, 6, -4, -1.1
> CCOC(=O)c1cc2occc2n1CC(=O)N(C)C
  -0.1, 1, 13, 1.1
> Cc1noc(C)c1C(=O)OCC(=O)c1cc(C)n(-c2ccc3c(c2)OCCO3)c1C
  -0.1, -5, 1, -1.0

(listing goes on)
Below each SMILES: FBW7 act, TEAD-YAP inh, MITF primary, GPR151 activ
> CCc1ccc(NC(=O)C2CCN(S(=O)(=O)c3ccc4c(c3)CCC(=O)N4)CC2)cc1
  -0.3, -10, -1, -0.8
> CCOC(=O)CSc1nc2c(sc(=S)n2-c2ccccc2)c(=O)n1-c1cc(OC)ccc1OC
  -0.1, -10, -5, -0.4
> Cn1c(=O)c2nc(Cl)n(Cc3ccc(Cl)cc3Cl)c2n(C)c1=O
  0.7, 7, 12, -1.1
> CCOC(=O)c1nc(N)c(=O)n(-c2ccc(C)cc2)n1
  -0.1, 0, -10, -0.3
> CC(C)(C)OC(=O)N[C@H](Cc1ccc(F)cc1)c1nc2ccc(-c3cn[nH]c3)cc2c(=O)[nH]1
  0.0, 6, 25, -1.5
> O=C(O)c1ccccc1C(=O)Nc1ccc(NC(=O)c2ccccc2C(=O)O)cc1
  -0.5, -7, 45, 0.7
> O=C(CSc1cn(CCNC(=O)c2ccc(F)cc2)c2ccccc12)Nc1ccccc1C(F)(F)F
  0.3, 11, 4, -0.4
> CCOC(=O)c1cnc(SCC(=O)Nc2cc(Cl)c(OC)cc2OC)nc1N
  0.6, 13, 1, -1.3
> COc1ccccc1-c1nnc(SCCN2CCCCC2)n1C
  0.2, -1, 14, -1.2
> CCCN(c1ccc(OCC)cc1)S(=O)(=O)c1cc(Br)cnc1N
  0.1, 5, 9, 0.9
> CCOCCCNCc1c(C(=O)O)n(C)c2ccccc12
  0.2, 7, 4, 0.6
> Cc1cccc(C)c1OCCCn1ccnc1
  0.2, 2, 1, 0.3
> Cc1ccc(S(=O)(=O)N2CCOCC2)cc1C(=O)OCC(=O)c1cc2ccccc2o1
  0.1, -8, 0, -0.5
> O=[N+]([O-])c1ccc(NCc2ccncc2)cc1
  -0.3, 16, -3, 2.6
> O=[N+]([O-])c1cc[n+]([O-])c(Cl)c1
  0.0, 26, 8, 0.1
> CCOC(=O)c1c(-c2ccc(Cl)cc2)csc1NC(=O)c1ccccc1OC
  0.0, 16, 4, 0.7
> CCC(=O)Nc1nc(C)c(-c2csc(Nc3cccc(O)c3)n2)s1
  -0.3, 3, -8, -1.8
> CCOC(=O)c1cc(-c2cccs2)nc2onc(C)c12
  -0.1, -12, -5, 2.4
> O=C(/C=C/c1ccccc1)N/C(=C/c1ccccc1)C(=O)NCc1ccco1
  -0.1, 2, -2, 0.1
> CCOc1ccc(C(=O)Nc2ccc3nn(-c4ccc(CC)cc4)nc3c2)cc1Br
  0.2, 7, 7, -1.0

Molecules above that contain a COOH group:
Below each SMILES: FBW7 act, TEAD-YAP inh, MITF primary, GPR151 activ
> O=C(O)CSc1nc2ccccc2n1-c1ccccc1
  0.3, 0, 16, -1.2
> O=C(O)c1ccccc1C(=O)Nc1ccc(NC(=O)c2ccccc2C(=O)O)cc1
  -0.5, -7, 45, 0.7
> CCOCCCNCc1c(C(=O)O)n(C)c2ccccc12
  0.2, 7, 4, 0.6

The main list resumes with the 2 entries that preceded the break.
Below each SMILES: FBW7 act, TEAD-YAP inh, MITF primary, GPR151 activ
> O=C(/C=C/c1ccccc1)N/C(=C/c1ccccc1)C(=O)NCc1ccco1
  -0.1, 2, -2, 0.1
> CCOc1ccc(C(=O)Nc2ccc3nn(-c4ccc(CC)cc4)nc3c2)cc1Br
  0.2, 7, 7, -1.0
> COCCNc1oc2c(c1-c1cccc(Cl)c1)c(=O)n(C)c(=O)n2C
  -0.6, 4, 1, 0.8
> Cc1cc(C(=O)N2CCOCC2)c(C)o1
  0.3, -8, 15, -0.2
> CN1C(=O)CCC12CCN(C(=O)Cc1ccccc1Cl)CC2
  0.2, 5, 25, -1.3
> COc1ccccc1CNC(=O)CN1CCC(C(=O)c2ccc(C)cc2)CC1
  -0.1, -10, 15, 1.3
> O=C(O)CCCC(=O)Nc1ccc(Cl)c(Cl)c1
  -0.2, 9, 6, -0.2
> COc1ccc(-c2cncc(C(=O)Nc3ccc(N4CCOCC4)cc3)c2)cc1
  -0.2, 2, 0, -0.4
> CN(C)c1ccc(NC(=O)CN2CCC(c3nc4ccc(Cl)cc4[nH]3)CC2)cc1
  -0.2, 5, 0, 1.9
> COCC(=O)NC(c1nnc2n1CCN(C1CCSCC1)CC2)C(C)C (stereo not drawn)
  0.0, 9, -13, 0.9
> NCC(=O)NC(Cc1ccc(OCc2ccccc2)cc1)C(N)=O (stereo not drawn)
  0.6, 0, 4, -1.8
> CCOC(=O)c1[nH]c(C)c(C(=O)Nc2ccc(OC)c(OC)c2)c1C
  -0.3, 2, 3, -0.2
> CC(Sc1ncn[nH]1)c1nc2ccccc2c(=O)[nH]1 (stereo not drawn)
  0.0, 3, 5, 1.4
> CC(C)OC(=O)CC(=O)CSc1nc(-c2ccc(Br)cc2)cc(-c2ccccc2)c1C#N
  0.3, 11, 6, 0.7
> O=C(Nc1cccc(O)c1)C1CC(c2ccccc2Cl)=NO1 (stereo not drawn)
  -0.2, -10, -12, -0.3
> O=C(O)COc1ccc(S(=O)(=O)N2CCCc3ccccc32)cc1
  0.0, 7, -7, 0.0
> O=C1CCCN1CCCNc1nc(Nc2ccccn2)nc2c1ncn2C1CCCCC1
  0.2, 11, 0, 1.8
> CCOC(=O)c1c(C)n(CCO)c2cc(O)cc(C)c12
  -0.1, 6, -5, -0.4
> COc1ccc(NS(=O)(=O)c2ccc(NC(=S)NC(=O)c3cccs3)cc2)nn1
  -0.1, -1, 0, -7.2
> CC(=O)NC(/C=C/c1ccccc1)c1cc([N+](=O)[O-])c2cccnc2c1O (stereo not drawn)
  0.0, 18, 3, 0.3
> Cc1cccc(OC(=O)c2cccnc2)c1
  -0.1, -1, 0, 1.4
> Cc1cc(=O)nc2c3ccccc3n(C(C)C(=O)NC3CCCC3)n12 (stereo not drawn)
  0.0, -5, 3, 0.7

4 structures out of the list, sorted by count of non-hydrogen atoms, descending:
Below each SMILES: FBW7 act, TEAD-YAP inh, MITF primary, GPR151 activ
> CN1C(=O)CCC12CCN(C(=O)Cc1ccccc1Cl)CC2
  0.2, 5, 25, -1.3
> O=C(O)CCCC(=O)Nc1ccc(Cl)c(Cl)c1
  -0.2, 9, 6, -0.2
> Cc1cccc(OC(=O)c2cccnc2)c1
  -0.1, -1, 0, 1.4
> Cc1cc(C(=O)N2CCOCC2)c(C)o1
  0.3, -8, 15, -0.2

(listing goes on)
Below each SMILES: FBW7 act, TEAD-YAP inh, MITF primary, GPR151 activ
> CCN(C1CCCCC1)S(=O)(=O)c1ccc(-n2cnnn2)c(C)c1
  -0.1, 0, -5, 0.0
> CN[C@H](CC(=O)O)C(=O)O
  0.0&1.4, 0, -2&-3, -1.5&-0.9
> C=CCOc1ccc(/C(O)=C2/C(=O)C(=O)N(CCCN(C)C)C2c2ccc(C(C)(C)C)cc2)c(C)c1 (stereo not drawn)
  0.1, -4, -4, 1.1
> CCOC(=O)c1cnc2ccc(C(=O)OC)cc2c1Nc1cc(C)ccc1O
  -0.2, -2, 6, 0.6
> O=C(c1ccccc1F)N1CCN(c2ccc(Nc3ccccn3)nn2)CC1
  -1.2, -3, 29, 0.6
> O=C(Nc1ccc(Nc2ccc(-n3cccn3)nn2)cc1)c1cccc(Br)c1
  0.0, -8, 0, 1.5
> COC(=O)c1cc(S(=O)(=O)N2CCN(c3ccc(Cl)cc3)CC2)cn1C
  0.8, 3, 17, -0.5
> CCc1ccccc1NC(=O)c1ccc(NCc2ccc(OC)cc2)c([N+](=O)[O-])c1
  -0.1, 57*, 2, 0.4
> Cc1nc2sccn2c1C(=O)NCc1ccccc1C(F)(F)F
  0.2, 10, 41, 0.8
> COc1cccc(CC(=O)N2CCC3(CC2)OCc2cc(Cl)ccc2O3)c1
  0.0, 14, 10, 3.8
> CCOC(=O)c1cccc(NS(=O)(=O)c2ccc(NC(C)=O)cc2)c1
  -0.1, 26, 2, 0.8
> COC(=O)C(C)NC(=O)C12CC3CC(CC(Br)(C3)C1)C2 (stereo not drawn)
  0.0, -5, -5, -0.8
> O=C(CSC1=NCCS1)Nc1ccc(S(=O)(=O)NC2CCCCC2)cc1
  0.4, 5, 12, -1.2
> O=C1c2cccnc2C(=O)N1CCC1=CCCCC1
  -0.3, 12, 7, -0.3
> O=C(O)c1nnn(-c2ccccc2)c1C(=O)O
  0.0, 5, -3, 1.5
> CCCCN1C(=O)c2cccc3c(NC(=O)CCS(=O)(=O)c4ccccc4)ccc1c23
  0.2, 5, 19, -1.0
> O=C(CSc1nnc(NC(=O)COc2ccccc2)s1)Nc1nccs1
  0.1, 5, -2, 0.6
